12-LOX inh – Primary qHTS assay for inhibitors of human arachidonate 12S-lipoxygenase (ALOX12): Round 2; Polyunsaturated fatty acid lipoxygenase ALOX12 (Homo sapiens), P18054; purified 12hLO, xylenol orange hydroperoxide absorbance; Potency, µM (doses to about 108 µM), for the others: at the top dose activity change, negative = inhibition, actives largely listed as inhibitors; 580,000 compounds, 1.1% hits; AID 1671190, 2021; active means well fitted inhibition curve with a large enough effect; inconclusive means small, poorly fitted or top-dose-only effect, or another doubt; inactive means no such curve, though single readings can be large or run the other way
Target sequence (P18054 whole entry, looked up): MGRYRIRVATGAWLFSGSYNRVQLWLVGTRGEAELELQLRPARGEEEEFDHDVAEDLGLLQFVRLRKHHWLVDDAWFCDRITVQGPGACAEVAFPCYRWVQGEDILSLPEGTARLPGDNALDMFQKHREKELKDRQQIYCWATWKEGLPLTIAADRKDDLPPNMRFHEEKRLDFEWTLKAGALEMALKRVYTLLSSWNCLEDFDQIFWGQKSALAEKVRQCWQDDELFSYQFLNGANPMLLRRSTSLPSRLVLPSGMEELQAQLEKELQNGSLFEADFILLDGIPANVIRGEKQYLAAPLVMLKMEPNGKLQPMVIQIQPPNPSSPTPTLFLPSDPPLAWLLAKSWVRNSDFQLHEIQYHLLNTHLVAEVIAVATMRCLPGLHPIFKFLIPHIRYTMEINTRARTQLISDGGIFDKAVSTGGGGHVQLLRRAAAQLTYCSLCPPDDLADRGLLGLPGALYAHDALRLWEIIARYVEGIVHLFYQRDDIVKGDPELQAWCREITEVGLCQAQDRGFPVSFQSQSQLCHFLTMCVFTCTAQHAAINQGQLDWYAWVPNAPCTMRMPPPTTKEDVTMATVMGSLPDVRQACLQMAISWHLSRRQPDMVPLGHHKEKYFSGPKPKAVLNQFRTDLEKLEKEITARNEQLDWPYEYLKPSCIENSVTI
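Purified human 12hLO at 150 nM in 25 mM Hepes, 0.01% Triton X-100, pH 7.0, preincubated 15 min at room temperature with compound. Reaction started with 40 uM arachidonic acid, 30 min at room temperature. Hydroperoxide measured by Fe-xylenol orange, 573/405 nm absorbance ratio.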
* marks the source's active call; other numbers are inactive results; ? = inconclusive; & = joins results of further samples; [ ] = remark or other dose. On the % scale 0 is the no-effect control and ±100 the full control effect; potency means the concentration at half of the fitted maximal effect. This is a subset. The share of hits here may be higher or lower than overall.

12-LOX inh	structure
53%[176 µM]	Cc1nn2c(c1-c1cccnc1N1CCOCC1)N(Cc1ccc3c(c1)CCO3)CCC2
?	O=C(Nc1ccc(Cl)cc1)N1CCC2(CC1)C(=O)NCN2Cc1ccc(Cl)cc1
?	COc1cccc(C2CCCN2Cc2cc(=O)oc3c(C)c(O)ccc23)c1 (stereo not drawn)
-1%	COc1ccc(C(=O)N2CCC(n3cc(-c4nc(C)no4)nn3)CC2)cc1
40%[activator]	COc1ccc(C)cc1NC(=O)Cn1nc2c(cc1=O)CCCCC2
?	CCOC(=O)c1cc(NC(=O)C(c2ccccc2)c2ccccc2)ccc1N1CCOCC1
-24%	CC(C)NC(=O)C(=O)Nc1sc2c(c1C#N)CC(C)(C)OC2
4%	CCC(C)c1ccc(OCC(=O)Nc2ccc(OC)cc2)c(-n2cnnc2)c1 (stereo not drawn)
?	CO[C@@H]1CO[C@H]2[C@@H]1OC[C@@H]2NC(=O)C1CCC1
12%	CSc1cccc(NC(=O)N[C@H]2C[C@@H](C(=O)N[C@H](Cc3c[nH]c4ccccc34)C(N)=O)N(C(=O)c3cccn3C)C2)c1
9%	Cc1cccc(C(=O)Nc2ccc3nc(SCC(=O)N4CCOCC4)sc3c2)c1
34%	O=c1n(CC2CC2)nc2n1CCNCC2
-25%	CCOc1ccc(-c2nc(N)ncc2Oc2ccccc2OCC)c(O)c1
-1%&1%[12.5 µM]	O=C1COCCN1C1CCN(Cc2ccccc2)CC1
34%[activator]	Cc1cccc(C(=O)N2CCCOCCNC(=O)[C@@H]3CCCC[C@@H]32)c1
-14%	C=CCOc1cccc(NC(=O)c2ccco2)c1
-26%	Cc1ccc(Sc2cccc(Cl)n2)cc1
-2%	CC(C)c1nnc(NC(=O)c2ccc3ccccc3n2)s1
29%	O=C(CN1C(=O)NC2(CCCCC2)C1=O)N1CCCCC1
?	O=C(Cc1cccs1)N1CCc2nn(CC3CC3)c(=O)n2CC1

Going on with the list:
12-LOX inh	structure
-4%	COCc1cc(NCCSCc2ccccc2C)ncn1
-19%	CC(C)c1nc2c(c(-c3ccc(O)cc3)n1)CN([S+](=O)([O-])c1cccs1)CC2
-3%	O=C(c1ccco1)N1CC(Oc2ccccc2-c2nc(-c3ccccc3)no2)C1
3%[176 µM]	CC(C)CN[C@H]1[C@H](O)[C@H](O)C[C@@H]1c1ccncc1
14%[176 µM]	COc1cccc(N2CC(C(=O)NCC(F)(F)F)NC2=O)c1 (stereo not drawn)
54%[activator][176 µM]	Cc1noc(C)c1CN1CCNc2cc(-c3ccccc3)ncc2C1
-4%	Cc1cc(O)cc(=O)n1-c1cccc(C(F)(F)F)c1
-43%	CC1=C(C(=O)OC(C)(C)C)C(c2ccc(Cl)cc2)C(C#N)=C(N)O1 (stereo not drawn)
-3%	COc1ccc(NC(=O)C2CCN(C(=O)c3ncn4c3COC(c3ccccc3)C4)CC2)cc1OC (stereo not drawn)
-3%	Cc1ccsc1[C@@H]1CCN(C(=O)c2ccccc2-c2ncc[nH]2)C[C@H]1O
55%[activator]	CN(C)c1nc2c(c(=O)[nH]1)CCN(Cc1ccc(F)c(F)c1)CC2
?	CCC1CCc2c(sc(N)c2C#N)C1 (stereo not drawn)
-55%	Cc1sc(C)c(CNc2ccccc2)c1CNc1ccccc1
9%	Cc1ccccc1CNC(=O)c1ccc(CN2C(=O)NC3(CCOCC3)C2=O)cc1
13%	CCOc1ccc(OCC)c(S(=O)(=O)Nc2ccc(-c3cn4ccc(C)nc4n3)cc2)c1
73%[activator]	COc1cccc(Nc2n[nH]nc2C(=O)Nc2ccc(C)cc2Br)c1
59%[activator]	COc1cc(NC(=O)NC[C@H]2O[C@@H](CO)[C@@H](O)[C@H]2N(C)CCN(C)C)cc(OC)c1
66%[activator]	COc1ccc(-c2cc(N3CCC(NC(=O)c4ccc5nc[nH]c5c4)CC3)n[nH]2)cc1
?	NCC1CCN(CCc2ccc(F)cc2)CC1
?	COc1ccc(N2C(=O)CN(Cc3ccccc3Cl)[C@H]3CS(=O)(=O)C[C@H]32)cc1

More results:
12-LOX inh	structure
20%[176 µM]	Cc1noc(C)c1CN[C@@H]1CCC[C@@H](C(=O)N2CCN(C)CC2)CC(=O)N(C)C1
-1%	COc1ccc(C(=O)N2CCC(n3cc(-c4nc(C5CC5)no4)nn3)C2)cc1 (stereo not drawn)
12%	COc1ccc(NC(=O)N[C@H]2CO[C@H]3[C@@H]2OC[C@H]3OC(=O)Nc2ccc(OC)cc2)cc1
31%[activator]	COc1ccc(OC)c(NC(=O)CSc2cn[nH]n2)c1
10%	O=C(Nc1ccc(Cl)cc1)NC1CCSc2ccccc21 (stereo not drawn)
11%	Cc1ccc(-c2ccc3nnc(CNC(=O)c4ccc(N(C)C)cc4)n3n2)cc1C
-5%	COCC(=O)N1CCCN(S(=O)(=O)c2ccccc2)CCC(=O)NCC1
-2%	CN(C)c1ncnc2sc3c(c12)CCN(S(=O)(=O)c1ccccc1)C3
15%	NC(=O)[C@@H](Cc1ccccc1)NC(=O)C1=C[C@@H](NS(=O)(=O)c2cccc(C(F)(F)F)c2)[C@@H](O)[C@H](O)C1
-1%	O=C(Nc1cccc(C2OC(=O)N(Cc3ccccc3)C2C(=O)Nc2ccccc2)c1)c1ccco1 (stereo not drawn)
?	c1cnc2c(N3CCOCC3)nc(N3CCOCC3)nc2n1
7%	COc1ccc(Cn2c(C3CCN(C(=O)C4(c5ccccc5)CC4)CC3)n[nH]c2=O)cc1
0%	CNC(=O)[C@@H]1C[C@@H](O)CN1C1CCN(C(=O)CC2CCCC2)CC1
-50%	Cc1ccc(N2CCN(C(=O)c3cc4ccccc4[nH]3)CC2)cc1
?	CSC1=N/C(=C\c2ccc(-c3cccc(Cl)c3)o2)C(=O)S1
-14%	Cc1cc(C)n2nc(C(=O)OC(C)C(=O)c3c(C)[nH]c4ccccc34)nc2n1 (stereo not drawn)
14%	CCC(=O)N1CCc2ccc(OCc3nc(C(=O)NCCOC)co3)cc2C1c1ccc(C)cc1 (stereo not drawn)
?	N#Cc1ccc(Cl)cc1NC(=O)COC(=O)c1cccc(S(=O)(=O)N2CCCCCC2)c1
9%	CCc1ccc(C(=O)N2C[C@@H](CO)[C@H](N(C)C)C2)cc1
?	CCCCCC(=O)N1CC[C@@H](CC(=O)N(C)CC#N)[C@@H](CC)C1

Copied from the list.
Under 12-LOX inh, Cc1ccc(-c2ccc3nnc(CNC(=O)c4ccc(N(C)C)cc4)n3n2)cc1C is entered as 11%
Under 12-LOX inh, COc1ccc(OC)c(NC(=O)CSc2cn[nH]n2)c1 is entered as 31%[activator]
Under 12-LOX inh, O=C(Nc1ccc(Cl)cc1)NC1CCSc2ccccc21 (stereo not drawn) is entered as 10%

New compounds follow.
12-LOX inh	structure
1%[176 µM]	C[C@@H](NC(=O)NC(C)(C)C)c1onc(-c2ccccc2)c1C(=O)O
3%	N#Cc1ccccc1Sc1ccccc1C(=O)OCC(=O)c1ccc2c(c1)OCCO2
39%[activator]	Cc1ccc2c(C(=O)N3CCOCC3)cc(NC(=O)C(C)C)cc2n1
11%[6.33 µM]	COc1ccccc1CN1CCC2(Cc3ccccc3CNC2=O)C1 (stereo not drawn)
4.9µM*	CC[C@H]1OC(=O)[C@H](C)C(=O)[C@H](C)[C@@H](O[C@H]2O[C@H](C)C[C@H](N(C)C)[C@@H]2O)[C@](C)(OC)C[C@@H](C)C(=O)[C@H](C)[C@H]2N(CCCCn3cnc(-c4cccnc4)c3)C(=O)O[C@]12C
13%	O=C(NC1CCCc2c1[nH]c1c(Cl)cccc21)C1(c2ccccc2)CCOCC1 (stereo not drawn)
37%[activator]	CCNc1cc(N2CCC(CCC(=O)Nc3cc(C)ccc3OC)CC2)ncn1
21%[176 µM]	CN(C)[C@@H]1CO[C@H](CNC(=O)c2cccs2)[C@H]1O
-14%	CCN1CCN(c2oc(-c3ccc(S(=O)(=O)N(CC)CC)cc3)nc2C#N)CC1
1%	CCN1c2cc(C(=O)Nc3ccccc3OC)ccc2C(=O)N2CCCCCC21 (stereo not drawn)
?	Cc1ccc(S(=O)(=O)C(C)C(=O)c2ccc(Br)cc2)cc1 (stereo not drawn)
-4%	Cc1ncsc1CCC(=O)N(C/C=C/c1ccccc1)CC1CCCO1 (stereo not drawn)
-16%	CC1CCCCC1NC(=O)C1CC=CCC1 (stereo not drawn)
8%	CC(C)C(=O)Nc1ccc(Cl)cc1Cl
?	Cc1cc(C)c(-c2cc(C(=O)Nc3cccc(C(F)(F)F)c3)[nH]n2)c(O)c1
2%	CCOC(=O)c1c(COc2ccc(C)nc2[N+](=O)[O-])nc2ccccc2c1C
-23%	COC(=O)c1ccc(NC(=O)C(NC(=O)c2ccccc2F)C(C)C)c(C)c1 (stereo not drawn)
?	COc1ncccc1CNC(=O)Nc1ccc(Br)c(C)c1
-7%	CN(Cc1ccccc1)Cc1cc(=O)n2cc(Br)ccc2n1
1%	CCN(CC)C(=O)Oc1ccc2c(=O)c(Oc3ccc(C(=O)OC)cc3)coc2c1

Going on with the list:
12-LOX inh	structure
3%	O=C(NCc1ccco1)C(=O)NN=Cc1ccccc1O
2%	O=C(NCc1ccc(CN2CCCCC2)cc1)c1cc2ccccc2oc1=O
0%	COc1nc2ccccc2cc1-c1noc(-c2cccs2)n1
42%[activator]	CCOCCNC(=O)c1c(C)noc1-c1ccc(OC)cc1
44%[activator]	Cc1cccc(NC(=O)N2CCC(Oc3ncccc3C(=O)N3CCOCC3)C2)c1C (stereo not drawn)
-4%[6.33 µM]	COc1cccc([S+](=O)([O-])N2CC(Oc3ccc4c(c3)OCO4)C2)c1
?	Cc1ccc(C(=O)N2CCC3(CC2)Cc2ccccc2NC3=O)cc1
12%	Cn1cnc2c1c(=O)n(CC(=O)NC13CC4CC(CC(C4)C1)C3)c(=O)n2C
?	Cc1ccc(-c2noc(CN3CCCC3c3cccn3C)n2)cc1 (stereo not drawn)
1%	CCN1CCCN(C(=O)c2ccoc2)CC12CCOCC2
5%	CSc1cccc(NC(=O)c2n[nH]c(=O)c3ccccc23)c1
4%	O=C(NCC1CCC2(CCN(Cc3cccc4ncccc34)CC2)O1)c1ccccc1 (stereo not drawn)
123%[activator]	O=C(c1cc(-c2ccccn2)n[nH]1)N1C[C@@H](CN2CCCCC2)[C@@H](CO)C1
37%[activator]	Cc1ccccc1C(=O)N1CCC(c2n[nH]c(=O)n2Cc2ccc(F)cc2)CC1
39%[activator]	O=C(NC1CC(=O)N(Cc2ccccc2C(F)(F)F)C1)c1ccsc1 (stereo not drawn)
26%[176 µM]	N#Cc1ccc2nc(CO[C@H]3CN(Cc4ccccc4F)C[C@H]3F)[nH]c2c1
52%[activator]	CC(C)Oc1ccc(CN2C[C@@H](CO)[C@H](c3ccncc3)C2)cc1
56%[activator]	CN(C)C(=O)CC1CCCCN(Cc2ccccc2)C1=O (stereo not drawn)
56%[activator][176 µM]	Cn1cncc1-c1nnc([C@H]2CCN(Cc3ccc(Cl)cc3)C2)o1
-2%[176 µM]	NC(=O)CNC(=O)C1=C[C@@H](Oc2cc(F)ccc2Br)[C@H](O)[C@H](O)C1

(listing goes on)
12-LOX inh	structure
0%	COc1cc(OC)cc(-c2onc(C)c2C(=O)NCCCSC)c1
3%[176 µM]	O=C(Cc1c[nH]c2ncc(-c3cccnc3)cc12)NCCc1ccccc1
-7%	COc1ccc2oc(=O)c(S(=O)(=O)N3CCCC(C)C3)cc2c1 (stereo not drawn)
38%[activator]	O=C(CCC(=O)c1ccc2c(c1)CCC2)Nc1ccc2c(c1)CCC2
16%	O=C(c1cccnc1)N1CC2CC(C1)[C@H]1CCCC(=O)N1C2 (stereo partly drawn)
-2%	COc1cccc(CNC(=O)CN2C(=O)C(c3ccccc3)=NC2(C)C)c1OC
18%	Cc1cc(NC(=O)Cc2ccc(Cl)cc2Cl)n(CCC#N)n1
12%	CN(C)c1ccc(C(=O)NC2CCN(c3cnn(C)c(=O)c3)CC2)cc1
11%	COC(=O)c1ccc(Oc2nc3c(c(=O)n(C)c(=O)n3C)n2Cc2ccc(C#N)cc2)cc1
?	CN(C)C(=O)CN(C)c1ncnc2sc3c(c12)CCCC3
?	Cc1cc(C)c(NC(=O)CCNC(=O)Cc2ccccc2)c(C)c1
-27%	CC(=O)c1cccc(NCC(=O)Nc2ccccc2C#N)c1
17%	Cc1ncsc1CN1C(=O)CO[C@H](c2ccc(NC(=O)c3cccc(C#N)c3)cc2)[C@H]1CO
30%	CC1=NS(=O)(=O)N(Cc2ccccc2)C=C1C(=O)OCC1CC1
34%[activator][176 µM]	FC(F)(F)c1cccc(CN2CCOC[C@H](Oc3ccccc3)C2)c1
26%	CCn1cc(C(=O)N2C[C@@H](CN3CCN(C)CC3)[C@@H](CO)C2)cn1
?	CC1(C)[C@H](Cc2cc(CN3CCCCC3)on2)C[C@@H]1NS(C)(=O)=O

Two compounds drawn at random from the list so far:
12-LOX inh	structure
3%[176 µM]	CC(C)CN[C@H]1[C@H](O)[C@H](O)C[C@@H]1c1ccncc1
55%[activator]	CN(C)c1nc2c(c(=O)[nH]1)CCN(Cc1ccc(F)c(F)c1)CC2

Shown field by field: entries from further up
CC1=NS(=O)(=O)N(Cc2ccccc2)C=C1C(=O)OCC1CC1
- 12-LOX inh: 30%
O=C(c1cccnc1)N1CC2CC(C1)[C@H]1CCCC(=O)N1C2 (stereo partly drawn)
- 12-LOX inh: 16%
CN(C)C(=O)CN(C)c1ncnc2sc3c(c12)CCCC3
- 12-LOX inh: ?
FC(F)(F)c1cccc(CN2CCOC[C@H](Oc3ccccc3)C2)c1
- 12-LOX inh: 34%[activator][176 µM]

3 structures from above, sorted by heavy-atom count, highest first:
12-LOX inh	structure
34%[activator][176 µM]	FC(F)(F)c1cccc(CN2CCOC[C@H](Oc3ccccc3)C2)c1
0%	COc1cc(OC)cc(-c2onc(C)c2C(=O)NCCCSC)c1
?	CN(C)C(=O)CN(C)c1ncnc2sc3c(c12)CCCC3
